SENP1 FRET inh: inhibitors of human SENP1 SUMO protease catalytic domain | Q9P0U3 | recombinant SENP1 catalytic domain, CyPet-SUMO1-YPet FRET cleavage | inhibition, % at 10 µM | 360,000 tested, 0.21% active;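 active = inhibition at least 30% at 10 µM, raw YFP signal under a set limit, fluorescence ratio 0.5 to 1.5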;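 also: 0% = enzyme with DMSO and 100% = no enzyme wells; some results filed as inactive read as strong as hits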
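system = hSENP1 catalytic domain, recombinant | reagent = SFCypet-SUMO1-SFYpet substrate at 25 nM | doses = one dose per compound, 10 µM, 0.5% DMSO | incubation = enzyme reaction for 50 min at room temperature, dark | measured by = FRET, CFP and YFP emission | controls = no-enzyme low, enzyme-DMSO high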
PfG6PD inh: PfG6PD (Plasmodium falciparum) enzyme inhibition; inhibition, % at 20 µM; 350,000 tested, 0.78% active; PfGluPho enzyme, NADPH resazurin-diaphorase fluorescence; AID 504690;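 active = inhibition reaching at least a set limit at 20 µM in the primary screen, cut at about 59% in these data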;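 also: 0% = DMSO wells with substrate and 100% = DMSO wells lacking glucose-6-phosphate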
ATG4B inh: ATG4B (human) cysteine protease inhibition; Q9Y4P1; ATG4B cleavage of LC3-PLA2, NBD-HPC fluorescence, 1 h; inhibition, % at 8.33 µM; 340,000 tested, 0.51% active; in the data active = inhibition above about 40%
Target sequence (Q9Y4P1 whole entry, looked up): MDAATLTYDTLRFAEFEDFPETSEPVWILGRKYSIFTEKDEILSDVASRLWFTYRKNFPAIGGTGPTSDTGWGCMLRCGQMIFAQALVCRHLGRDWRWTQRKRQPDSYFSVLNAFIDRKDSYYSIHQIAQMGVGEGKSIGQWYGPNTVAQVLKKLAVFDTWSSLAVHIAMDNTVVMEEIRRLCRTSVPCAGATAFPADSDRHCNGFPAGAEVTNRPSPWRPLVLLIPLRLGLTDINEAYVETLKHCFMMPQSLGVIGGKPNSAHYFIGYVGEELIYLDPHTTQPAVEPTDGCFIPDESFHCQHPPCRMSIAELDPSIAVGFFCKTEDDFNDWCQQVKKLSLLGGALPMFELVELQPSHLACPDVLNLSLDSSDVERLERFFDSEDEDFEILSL
SENP6 inh: blocks the human protease SENP6. 330,000 tested, 1.8% active. Recombinant SENP6 catalytic domain, aminoluciferin luminescence. Q9GZR1. inhibition, % at 10 µM;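 active = inhibition above about 50% at the single tested dose, limit read from the data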;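 also: plate controls were DMSO wells with enzyme for no effect and DMSO wells lacking enzyme for full effect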
MPTP block: permeability transition pore inhibition; isolated mouse mitochondria, Ca2+ swelling absorbance, 30 min; inhibition, % at 10 µM; 360,000 tested, 1.4% active;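 active = inhibition of 50% or more, scaled per plate between neutral and stimulator controls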;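 also: 0% = DMSO wells given calcium and 100% = 1 mM EGTA wells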
SENP8 inh: inhibitors of human SENP8 protease; inhibition, % at 20 µM; recombinant SENP8, Nedd8 substrate fluorescence; Q96LD8; 360,000 tested, 0.64% active; in the data active = inhibition mostly above about 40%, no sharp cut-off; inactive = mostly below about 27%
NR3A LBD binder: NR3A (human) ligand-binding domain modulation; NR3A LBD differential scanning fluorimetry, Tm shift; 0% = protein alone, 100% = glycine-bound protein; 340,000 tested, 2.5% active; Tm shift relative to glycine control, % at 25 µM; AID 1259313;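 active = melting temperature shift of at least 10% of the positive control shift, at one fixed dose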
hIAP activ: human IAP activation; P09923; 330,000 tested, 0.16% active; activation factor at 10 µM; AID 2524; purified human IAP, CDP-Star luminescence, 30 min; hits give high values; 1 = vehicle-only enzyme, 0 = enzyme-free background;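 active = activation factor of the enzyme at least 2-fold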; also: the source names both 10 and 20 µM as test concentration; values of inactives mirror those of a sister screen read the other way
Target sequence (P09923 whole entry, looked up): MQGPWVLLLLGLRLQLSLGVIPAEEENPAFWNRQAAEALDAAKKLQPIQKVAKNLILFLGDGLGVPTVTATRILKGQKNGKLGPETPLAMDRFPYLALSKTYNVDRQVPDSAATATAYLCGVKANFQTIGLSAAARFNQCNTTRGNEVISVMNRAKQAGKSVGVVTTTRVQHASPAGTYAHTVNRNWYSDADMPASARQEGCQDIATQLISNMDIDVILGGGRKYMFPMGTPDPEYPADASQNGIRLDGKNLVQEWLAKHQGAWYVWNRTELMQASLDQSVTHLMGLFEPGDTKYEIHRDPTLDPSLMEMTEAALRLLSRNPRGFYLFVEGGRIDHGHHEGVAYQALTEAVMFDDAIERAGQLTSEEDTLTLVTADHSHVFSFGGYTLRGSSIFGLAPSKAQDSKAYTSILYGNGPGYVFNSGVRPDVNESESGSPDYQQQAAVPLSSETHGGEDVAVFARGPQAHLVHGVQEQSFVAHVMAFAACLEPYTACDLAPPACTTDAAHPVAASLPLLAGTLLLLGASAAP
Active calls of the source: *; / = no result given.

Sequence of screens – SENP1 FRET inh	PfG6PD inh	ATG4B inh	SENP6 inh	MPTP block	SENP8 inh	NR3A LBD binder	hIAP activ
- Cc1[nH]n(-c2ccc(F)cc2)c(=O)c1C=Nc1ccc(S(=O)(=O)N(C)C)cc1
→ 2	13	-5	-4	2.2	11	10	1.1
- COCCNC(=O)C1CC(c2ccc([N+](=O)[O-])cc2)=NO1 (stereo not given)
→ 3	3	-21	5	0.5	16	1	1
- Cc1cc(CN2CCCC(N3CCc4ccccc4C3)C2)cc(C)c1O (stereo not given)
→ -1	-14	7	10	1.9	4	-2	1
- Cc1ccc(C(C)C)c(OCC(=O)NNC(=O)Cn2[nH]c(=O)c3ccccc3c2=O)c1
→ 1	0	0	-6	1.9	1	0	1.5
- Cc1ccc(/C=C/C(=O)c2ccc(N3CCOCC3)cc2)s1
→ 29	17	-11	81*	-0.5	-12	1	0.81
- CCOC(=O)c1cc(-c2ccc(/C=N\n3cnnc3)o2)ccc1Cl
→ -6	3	-9	3	3.2	-66	1	0.96
- CC(C)c1ccc(/C=C2\C(=N)N3N=C(CC(=O)N4CCCCC4)SC3=NC2=O)cc1
→ 1	-16	21	5	-1.8	27	-1	1.1
- CCOC(=O)C(C(=O)OCC)C(Nc1ccc(Br)cc1)c1ccccc1 (stereo not given)
→ 2	0	1	3	2.4	18	-2	0.95
- NC(=O)CSc1ncc(-c2ccc([N+](=O)[O-])cc2)[nH]1
→ 13	12	14	2	-0.7	18	0	0.92
- CC(C)Oc1ccc(CNC(=O)CCCN2C(=O)C(c3ccccc3)Oc3cccnc32)cc1 (stereo not given)
→ 1	2	0	13	2.2	2	0	1
- CS(=O)(=O)c1ccc(Cl)c(NC(=O)CSc2nc3ccccc3c(=O)n2CCCN2CCOCC2)c1
→ 2	-16	-10	-8	1.2	11	-5	0.95
- O=C(CN1C(=O)CSc2ccccc21)N1CCc2ccccc21
→ -1	-4	25	-1	-1.0	12	-2	0.95
- O=C(O)c1ccc2c(c1)N(Cc1ccccc1)C(=O)c1ccccc1S2
→ 2	-20	-6	-5	0.6	11	1	0.84
- COC(=O)C1=C(C)N(CCc2c[nH]c3ccc(OC)cc23)C(=O)C1
→ -3	-4	-3	-2	0.3	-7	-3	1
- CC(NCc1cccs1)C(=O)Nc1cc(Cl)cc(Cl)c1 (stereo not given)
→ 3	17	-4	-11	2.0	14	1	1
- CCn1nnnc1SCC(=O)c1ccc(C)cc1C
→ 1	2	-16	16	-1.9	12	-1	1
- CCCSc1ncnc2c1oc1ccccc12
→ 2	-1	17	21	1.1	12	0	0.81
- O=C(c1ccc([N+](=O)[O-])cc1)N1CCN(C2=NS(=O)(=O)c3ccccc32)CC1
→ 3	-7	1	-7	-2.4	11	-2	1.1
- CCCC(=O)n1nc(-c2cccnc2)nc1NCc1cccs1
→ 4	-5	-4	/	0.9	6	-2	/
- Cc1ccc(C(=O)O/N=C\c2ccc(N3CCOCC3)c([N+](=O)[O-])c2)cc1
→ 5	-4	-13	-38	-0.1	30	-1	0.96
- Cn1c(N)c(C(=O)CSc2nnc(C3CC3)n2-c2ccccc2)c(=O)n(C)c1=O
→ -1	-5	-2	3	0.1	2	-1	0.94
- O=C(c1cccc(F)c1)N1CCC(c2nc3ccccc3s2)CC1
→ 0	-16	1	-27	-1.8	-2	0	0.93
- Cc1ccc(C(=O)NC2CCCCCC2)cc1N1CCCC1=O
→ 0	-3	-8	8	-0.5	4	-1	0.78
- CCCCNC(=O)c1cc2ccccc2s1
→ 0	1	-4	-4	0.6	15	-1	1.1
- O=C(Nc1ccc(Cl)cn1)c1ccc(Br)c(S(=O)(=O)N2CCCCC2)c1
→ -2	15	-7	-5	1.3	-173	-13	0.92
- COCOCCn1cc(CN2CCS(=O)(=O)N(Cc3ccc(-c4ccncc4)cc3)C(CC(C)C)C2=O)nn1 (stereo not given)
→ 1	-5	/	/	-0.5	5	/	/
- O=C(CSc1nc2ccccc2c(=O)n1Cc1ccco1)c1ccc(F)cc1
→ 1	7	10	-5	4.3	4	-1	1.3
- N/C(=N\OC(=O)CCc1ccccc1)c1cccnc1
→ 2	-10	3	-7	-0.7	18	0	0.94
- O=C1C2CCCCC2C(=O)N1Cc1ccccc1 (stereo not given)
→ 2	8	2	8	0.5	7	-1	1.1
- CC1CN(CC(=O)Nc2ccccc2Sc2ccccc2)CC(C)O1 (stereo not given)
→ 1	8	1	-6	10	10	-3	0.9

Overlap with the part before: 3 compounds, then new ones.
Sequence of screens – SENP1 FRET inh	PfG6PD inh	ATG4B inh	SENP6 inh	MPTP block	SENP8 inh	NR3A LBD binder	hIAP activ
- N/C(=N\OC(=O)CCc1ccccc1)c1cccnc1
→ 2	-10	3	-7	-0.7	18	0	0.94
- O=C1C2CCCCC2C(=O)N1Cc1ccccc1 (stereo not given)
→ 2	8	2	8	0.5	7	-1	1.1
- CC1CN(CC(=O)Nc2ccccc2Sc2ccccc2)CC(C)O1 (stereo not given)
→ 1	8	1	-6	10	10	-3	0.9
- O=C(OCc1cn([C@@H]2C[C@H](c3ccc(Cl)cc3)N(C(=O)C3CCCCC3)C[C@H]2O)nn1)c1ccccc1
→ 3	24	/	/	-0.6	13	/	/
- CCCC(C(=O)c1ccccc1)n1cncn1 (stereo not given)
→ 0	-10	5	-6	1.6	21	0	1.1
- O=C(O)/C(=C\c1ccc(Cl)c([N+](=O)[O-])c1)c1ccc(S(=O)(=O)N2CCCCC2)s1
→ 6	-21	13	14	0.3	-23	-9	0.97
- COCCn1c(C)cc(/C=C2/NC(=O)N(c3cccc(Cl)c3)C2=O)c1C
→ -47	-3	7	5	0.7	-246	-2	1
- CCOc1ccccc1C(=O)Oc1ccc2ccc(=O)oc2c1
→ -138	13	-9	5	0.3	-314	-1	0.72
- Cc1ccc2cc3c(N)c(C(=O)N4CCOCC4)sc3nc2c1
→ 47*	31	-14	0	0.5	-18	-17	1.1
- COc1cc(SC)ccc1C(=O)NCC1CCCO1 (stereo not given)
→ 2	-8	-8	-20	0.1	16	2	0.82
- CC(=O)N1CCCc2cc(S(=O)(=O)NC(C(=O)NCc3ccc(C)cc3)C(C)C)ccc21 (stereo not given)
→ 2	-9	1	-13	0.6	5	0	0.96
- CCCC(=O)Nc1ccc2oc(-c3cccnc3)nc2c1
→ -3	-10	8	13	-1.2	-339	-3	1.1
- COc1ccc(C(=O)N/C(=C/c2ccc(Cl)cc2)C(=O)NCc2ccncc2)cc1
→ -3	-6	-1	7	-2.5	20	0	1.2
- CCN1CCN(C(=S)NC(C)c2ccccc2)CC1 (stereo not given)
→ 1	6	-5	15	-1.0	1	2	1.1
- COC(C(=O)N/N=C(\C)CC(=O)Nc1ccc(Cl)cc1C)c1ccccc1 (stereo not given)
→ -5	1	-2	-12	2.8	6	-1	1
- O=C(COC(=O)Cc1ccccc1F)NCc1ccc(Cl)cc1
→ 3	-3	14	4	-1.6	7	2	1.1
- CCc1ccc(CN(C)CC(=O)Nc2ccc(S(=O)(=O)N3CCOCC3)cc2)cc1
→ 0	13	-4	-9	-0.8	13	1	0.98
- O=C(N1CCCCC1)N1CCN(C(=O)N2CCCCC2)CC1
→ -1	-21	-3	12	-0.2	0	0	0.96
- CC(Oc1ccc(Cl)cc1Cl)C(=O)NCCN1CCOCC1 (stereo not given)
→ -2	20	-1	3	-0.2	-2	1	1
- Cc1ccc(/C=C2\SC(=S)N(/N=C/c3cc([N+](=O)[O-])ccc3O)C2=O)o1
→ 23	51	47*	-33	72*	35	4	0.81
- Cc1ccccc1C(=O)Nc1cc(C(F)(F)F)ccc1-n1cncn1
→ -6	17	-7	0	-1.3	9	1	0.94
- CC(=O)c1c(C)[nH]c(C(=O)N2CCN(S(=O)(=O)c3ccc(C)cc3C)CC2)c1C
→ 1	9	-12	-9	-1.0	8	4	0.98
- CCc1cc(CNC(=O)C2CCC(=O)N(Cc3ccccc3F)C2)on1 (stereo not given)
→ 3	-14	/	/	-0.5	7	/	/
- COc1cccc(Nc2ncnc3onc(-c4ccccc4OC)c23)c1
→ 2	1	-7	-4	0.6	-56	3	0.95
- Cc1ccc(NC(=O)NC(=O)CN2CCN(c3ccc(O)cc3)CC2)c(C)c1
→ -1	72*	-8	-11	-1.6	18	4	1
- Nc1nnnn1/N=C/c1cc([N+](=O)[O-])ccc1O
→ -20	-3	5	-15	0.7	9	1	1.1
- COc1cc(N2CCCC2)c(OC)cc1/C=C(/C#N)c1ccc(Br)cc1
→ -28	14	6	-9	4.9	12	-3	1
- CC(C)(c1ccc(O)cc1)c1ccc(O)c(C(=O)O)c1
→ 1	-36	/	/	-0.2	-205	/	/
- N=c1ccccn1CC(O)COc1ccccc1 (stereo not given)
→ -3	-2	-3	-6	0.3	-14	0	1.3
- Cc1ccc(S(=O)(=O)N2CCCC2C(=O)N2CCCCCC2)cc1 (stereo not given)
→ 1	-8	-2	-10	-5.6	29	-2	0.97
- S=C(Nc1ccc(Br)cc1Cl)N1CCN(c2ccccn2)CC1
→ 2	15	-2	-5	-0.8	-4	2	0.95
- Cc1ccccc1OCC(=O)NCC(c1ccco1)N1CCCCC1 (stereo not given)
→ 1	8	-6	-15	1.8	8	0	0.98
- Nc1cccnc1Sc1cccc(Cl)c1
→ 0	6	-3	61*	0.1	-32	0	1.1
- COC(=O)c1cccc(N(CC(=O)NC2CCCCC2)C(=O)CNC(=O)c2cccs2)c1
→ 0	1	-8	7	1.0	10	0	1
- NC(=O)c1cc2ccccc2o/c1=N/NC(=O)c1cccs1
→ 0	18	-11	-18	0.7	2	-1	1
- Cc1nnc(SCCn2c(N3CCCCCC3)nc3c2c(=O)[nH]c(=O)n3C)s1
→ 2	-7	3	-6	-1.9	25	-2	0.95
- O=[N+]([O-])c1cc(Cl)ccc1NCCNc1ncc(C(F)(F)F)cc1Cl
→ 8	-8	-1	-17	0.9	43*	14*	0.89
- COc1cccc(C(=O)NCCC2=CCCCC2)c1OC
→ 2	-4	0	-3	-0.6	19	2	0.91

One compound at a time (already shown):
`CC1CN(CC(=O)Nc2ccccc2Sc2ccccc2)CC(C)O1` (stereo not given) is entered as SENP1 FRET inh: 1; PfG6PD inh: 8; ATG4B inh: 1; SENP6 inh: -6; MPTP block: 10; SENP8 inh: 10; NR3A LBD binder: -3; hIAP activ: 0.9
`Cc1ccccc1OCC(=O)NCC(c1ccco1)N1CCCCC1` (stereo not given) is entered as SENP1 FRET inh: 1; PfG6PD inh: 8; ATG4B inh: -6; SENP6 inh: -15; MPTP block: 1.8; SENP8 inh: 8; NR3A LBD binder: 0; hIAP activ: 0.98

Screening data as filed in PubChem.
